Bioassay records (PubChem BioAssay)
SENP6 block: SENP6 protease inhibition; Recombinant SENP6 catalytic domain, aminoluciferin luminescence; 330,000 compounds, 1.8% hits; AID 2599; Q9GZR1; inhibition, % at 10 µM;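 active means inhibition above about 50% at the single tested dose, limit read from the data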;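 further: plate controls were DMSO wells with enzyme for no effect and DMSO wells lacking enzyme for full effect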
MPTP block: blocks calcium-induced mitochondrial swelling; 360,000 compounds, 1.4% hits; inhibition, % at 10 µM; isolated mouse mitochondria, Ca2+ swelling absorbance, 30 min; AID 602449;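 active means inhibition of 50% or more, scaled per plate between neutral and stimulator controls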;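 further: 0% = DMSO wells given calcium and 100% = 1 mM EGTA wells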
PfGluPho inh: PfG6PD (Plasmodium falciparum) enzyme inhibition. 350,000 compounds, 0.78% hits. PfGluPho enzyme, NADPH resazurin-diaphorase fluorescence. inhibition, % at 20 µM. AID 504690;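 active means inhibition reaching at least a set limit at 20 µM in the primary screen, cut at about 59% in these data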;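 further: 0% = DMSO wells with substrate and 100% = DMSO wells lacking glucose-6-phosphate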
ATG4B inhibitor: inhibitors of human ATG4B cysteine protease; Q9Y4P1; ATG4B cleavage of LC3-PLA2, NBD-HPC fluorescence, 1 h; inhibition, % at 8.33 µM; 340,000 compounds, 0.51% hits; AID 504462; in the data active means inhibition above about 40%
Target sequence (Q9Y4P1 whole entry, looked up): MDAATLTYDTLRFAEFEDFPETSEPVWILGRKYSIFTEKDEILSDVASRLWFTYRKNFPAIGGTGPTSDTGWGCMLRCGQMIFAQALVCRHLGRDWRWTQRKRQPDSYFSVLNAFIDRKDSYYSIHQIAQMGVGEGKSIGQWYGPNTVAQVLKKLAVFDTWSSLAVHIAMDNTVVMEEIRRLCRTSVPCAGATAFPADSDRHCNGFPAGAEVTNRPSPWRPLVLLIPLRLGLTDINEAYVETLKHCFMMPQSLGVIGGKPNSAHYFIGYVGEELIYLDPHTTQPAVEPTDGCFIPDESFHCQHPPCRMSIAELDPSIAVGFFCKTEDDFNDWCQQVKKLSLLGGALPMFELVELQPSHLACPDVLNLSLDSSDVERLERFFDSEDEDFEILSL
SENP1 FRET inh: inhibitors of human SENP1 SUMO protease catalytic domain; Q9P0U3; 360,000 compounds, 0.21% hits; inhibition, % at 10 µM; recombinant SENP1 catalytic domain, CyPet-SUMO1-YPet FRET cleavage;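 active means inhibition at least 30% at 10 µM, raw YFP signal under a set limit, fluorescence ratio 0.5 to 1.5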;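 further: 0% = enzyme with DMSO and 100% = no enzyme wells; some results filed as inactive read as strong as hits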
Target sequence (Q9P0U3 419-644 limits assumed): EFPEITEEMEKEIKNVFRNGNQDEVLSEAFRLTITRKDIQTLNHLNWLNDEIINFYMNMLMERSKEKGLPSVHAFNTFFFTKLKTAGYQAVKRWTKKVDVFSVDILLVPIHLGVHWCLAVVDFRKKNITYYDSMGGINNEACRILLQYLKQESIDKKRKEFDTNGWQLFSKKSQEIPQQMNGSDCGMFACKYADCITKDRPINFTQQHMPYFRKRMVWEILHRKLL
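Assay system – human recombinant His6-tagged SENP1 catalytic domain enzyme · Input – SENP1 enzyme, 20 pM final · Buffer or medium – Tris pH 8 buffer plus EDTA, NaCl, BME, BSA, NP40, catalase · Schedule – 50 min reaction at room temperature · Technique – FRET read of cyan and yellow fluorescence · Control set – no-enzyme wells low, DMSO-plus-enzyme wells high control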
SENP8 block: inhibitors of human SENP8 protease; Q96LD8; recombinant SENP8, Nedd8 substrate fluorescence; inhibition, % at 20 µM; 360,000 compounds, 0.64% hits; AID 602440; in the data active means inhibition mostly above about 40%, no sharp cut-off; inactive means mostly below about 27%
Target sequence (Q96LD8 whole entry, looked up): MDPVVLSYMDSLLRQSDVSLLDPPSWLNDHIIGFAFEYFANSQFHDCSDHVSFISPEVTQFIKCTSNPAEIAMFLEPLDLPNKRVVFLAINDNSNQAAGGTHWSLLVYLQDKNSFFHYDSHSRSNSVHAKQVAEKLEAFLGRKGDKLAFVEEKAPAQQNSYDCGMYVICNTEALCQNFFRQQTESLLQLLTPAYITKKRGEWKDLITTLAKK
GRIN3A LBD mod: modulates the human NR3A ligand-binding domain | NR3A LBD differential scanning fluorimetry, Tm shift; 0% = protein alone, 100% = glycine-bound protein | Tm shift relative to glycine control, % at 25 µM | 340,000 compounds, 2.5% hits;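 active means melting temperature shift of at least 10% of the positive control shift, at one fixed dose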
hIAP act: increases human intestinal alkaline phosphatase activity. P09923. purified human IAP, CDP-Star luminescence, 30 min; stronger effect = higher value; 1 = vehicle-only enzyme, 0 = enzyme-free background. activation factor at 10 µM. 330,000 compounds, 0.16% hits. AID 2524;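 active means activation factor of the enzyme at least 2-fold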; further: the source names both 10 and 20 µM as test concentration; values of inactives mirror those of a sister screen read the other way
Numbers without * were called inactive; nt = not tested or not shown.

SMILES | SENP6 block | MPTP block | PfGluPho inh | ATG4B inhibitor | SENP1 FRET inh | SENP8 block | GRIN3A LBD mod | hIAP act
O=C(O)CC(=O)Nc1ccccc1C(=O)O | 0 | -3.9 | 8 | -8 | 2 | 1 | 1 | 1.1
Cc1ccc(N2C(=O)c3ccc(C(=O)N4CCN(Cc5ccccc5)CC4)cc3C2=O)cc1 | -8 | 0.5 | 4 | -4 | 2 | 11 | -2 | 0.94
CC(=O)N1c2ccc(S(=O)(=O)N3CCCC3)cc2CC1C(=O)NCc1ccc(N(C)C)cc1 (stereo not drawn) | -1 | -0.6 | -4 | 1 | -2 | 5 | -2 | 1
O=c1[nH]ccc2c(O)cccc12 | 0 | -2.0 | 5 | -2 | -2 | -150 | 1 | 0.85
O=c1nc(N2CCCC2)nc(Nc2ccccc2)[nH]1 | -22 | 2.3 | -5 | 1 | 2 | 18 | 2 | 0.9
CN(C)S(=O)(=O)c1ccc(Cl)c(NC(=O)CN2CCCCCC2)c1 | 6 | 0.0 | 10 | -9 | 3 | 23 | 0 | 0.86
COc1ccc(C)cc1NC(=O)c1nnn(CCc2ccccc2)c1N | -4 | 0.4 | 18 | -1 | -2 | 2 | 2 | 0.9
O=S(=O)(Nc1cccc(S(=O)(=O)N2CCCCCC2)c1)c1ccccc1 | -7 | -0.5 | -11 | 3 | 2 | 5 | 0 | 0.97
COC(=O)c1ccc(NC(=O)c2ccccc2)o1 | -8 | -1.5 | 12 | -2 | 1 | 17 | 5 | 1
O=C(c1nc2ccccn2c1CN1CCCC(c2nc3ccccc3o2)C1)N1CCCC1 (stereo not drawn) | 0 | -4.3 | 7 | 14 | -5 | -8 | -2 | 0.93
COC(=O)C1CC(=O)c2ccsc2C1 (stereo not drawn) | 13 | 1.1 | 5 | -2 | 1 | 4 | 1 | 1
CC(C)=CCc1c(C)nc2ccccc2c1C(=O)O | 10 | -1.8 | 9 | 3 | -1 | 17 | -4 | 1.1
O=C(c1ccoc1)N1CCC2(CC1)Oc1ccc(Cl)cc1C(=O)C21CC(c2cccnc2)=NO1 (stereo not drawn) | -9 | -0.2 | 5 | -22 | -1 | 3 | 0 | 1.1
COc1cc(C(=O)NC(=S)Nc2ccc(Cl)c(C(=O)O)c2)cc(OC)c1OC | -9 | -3.0 | -14 | -10 | 1 | 6 | -2 | 0.92
CCCCC(=O)Nc1ccc(C(=O)N2CCN(c3ccccc3OC)CC2)cc1 | 0 | 0.1 | -6 | -8 | -4 | 3 | 0 | 1
CC1CCCC(C)N1C(=O)COc1ccccc1F (stereo not drawn) | 0 | 0.4 | -9 | 0 | 2 | 7 | 0 | 1.1
CC(C)CC(=O)Nc1ncc([N+](=O)[O-])s1 | -4 | 67* | 27 | 0 | -7 | 36 | 0 | 0.89
O=C(Nc1ccccc1C(F)(F)F)c1cc(S(=O)(=O)N2CCOCC2)ccc1F | 4 | -1.2 | -6 | 5 | 2 | 9 | -2 | 1
CC(C)COc1cccc(C(=O)NC2(C)CCS(=O)(=O)C2)c1 (stereo not drawn) | 0 | 1.7 | -18 | 8 | 0 | 6 | 1 | 1.1
NC(=O)[C@@H]1[C@@H]2C(=O)N(c3ccc(F)cc3)C(=O)[C@@H]2[C@H]2C=Cc3ccccc3N21 | -15 | 0.4 | 12 | -16 | -35 | -67 | 2 | 1.1
COc1ccc(/C=C2\SC(=S)N(CCCC(=O)N3CCN(C)CC3)C2=O)cc1OC | nt | -0.6 | -4 | 9 | 1 | 12 | -2 | nt
CN(CCCC(=O)Nc1ccccc1)S(=O)(=O)c1ccc(Cl)cc1 | -8 | -0.8 | -8 | 6 | -1 | 12 | 3 | 0.94
C=CC[C@H](CC(=O)NCCO)C(=O)N[C@H](COC(=O)[C@H](CC=C)CC(=O)OC(C)(C)C)Cc1c[nH]c2ccccc12 | -9 | 0.7 | 17 | -15 | 1 | 8 | 1 | 0.96
O=C(Nc1ccc2c(c1)OCCO2)c1c(F)c(F)c(F)c(F)c1F | -1 | 1.3 | -12 | -15 | 3 | 20 | -3 | 1.2
COc1ccc(N(C(=O)C(C)C)S(=O)(=O)c2cccs2)cc1 | -4 | -2.3 | -15 | -3 | -1 | 13 | 0 | 1
CC(Oc1ccc(F)cc1)C(=O)Nc1cc(C(F)(F)F)ccc1-n1cncn1 (stereo not drawn) | -1 | -1.1 | -4 | 0 | 1 | 21 | 1 | 0.96
CNc1cc(Cl)nc(SC)n1 | -7 | 0.4 | -13 | 6 | 3 | 5 | 0 | 1.2
COc1cc(C(=O)NCC(c2cccnc2)N2CCN(C)CC2)cc(OC)c1OC (stereo not drawn) | -3 | 0.0 | -8 | -20 | -1 | 16 | -1 | 1
COc1ccc(N2CC(C)Cn3c2nc2c3c(=O)n(Cc3ccccc3F)c(=O)n2C)c(OC)c1 (stereo not drawn) | 2 | 2.2 | -5 | -4 | 0 | 0 | 5 | 0.92
OCCNc1nc(Nc2ccccc2)nc(Nc2ccccc2)n1 | -11 | -0.3 | -14 | 7 | 1 | 9 | -2 | 1.1
CC(=O)c1ccc(S(=O)(=O)NCC2(N3CCOCC3)CCCCC2)cc1 | -15 | -0.8 | 7 | -7 | 4 | 10 | 2 | 1.1
COc1ccc(C2=NOC(Cn3nc(-c4ccccc4)cc3C(=O)NCc3ccccc3OC)C2)cc1 (stereo not drawn) | -7 | 0.1 | 14 | -6 | -2 | 11 | 25* | 1
COc1ccccc1NC(=O)c1ccc(NC(=O)CSc2ncccn2)cc1 | -8 | -1.5 | 12 | -6 | -2 | 9 | -10 | 0.94
O=C(NP(=O)(N1CCCC1)N1CCCC1)C1=C(N2CCOCC2)/C(=C/c2cccc([N+](=O)[O-])c2)CC1 | -7 | 1.1 | 17 | -13 | 1 | 14 | -2 | 1.5
Cc1ccc(N2C(=O)CC(N(O)C3CC(=O)N(c4ccc(C)cc4)C3=O)C2=O)cc1 (stereo not drawn) | 3 | 0.7 | 8 | -14 | 3 | 27 | -1 | 1.1
CNc1ccccc1C(C)(C)c1ccn[nH]1 | 7 | -0.2 | 15 | -3 | 3 | 14 | -5 | 0.95
COc1ccccc1NC(=O)COc1ccc(/C=N/NC(=O)c2cccnc2)cc1 | -2 | 0.9 | 4 | -13 | 0 | -72 | -9 | 1.1
O=C(NNc1nc2cc3c(cc2s1)OCO3)c1ccc(F)cc1 | -12 | 1.5 | 49 | 1 | -9 | 6 | 0 | 1.7
CCCn1c2ccc(F)cc2c2nnc(SCCN3CCCCC3)nc21 | 5 | 1.4 | 13 | -14 | 4 | 16 | 1 | 1
CC(=O)Nc1ccc(NC(=O)Cn2c(CC(=O)N3CCCC3)nc3ccccc32)cc1 | -19 | -2.2 | 10 | -1 | 0 | 12 | 1 | 1.2
CC(=O)NCC(c1cccs1)S(=O)(=O)c1ccc(F)cc1 (stereo not drawn) | -14 | 0.6 | -66 | -1 | -1 | 2 | 1 | 0.87
Cc1ccc(-c2nnc(-c3ccccc3)o2)cc1Br | 59* | 0.7 | 10 | -10 | -3 | 4 | 4 | 0.92
Cc1ccc(S(=O)(=O)N(C)C[C@H]2Oc3ncc(-c4ccccc4)cc3C(=O)N([C@@H](C)CO)C[C@@H]2C)cc1 | nt | 0.2 | 6 | nt | -1 | 5 | nt | nt
CC(CN1CCCCC1)OC(=O)c1ccccc1F (stereo not drawn) | 14 | 0.7 | -2 | -4 | 2 | 6 | -3 | 1.2
Cc1ccc(C(=O)NCC(=O)OCC(=O)Nc2ccc(Cl)cc2C(F)(F)F)cc1C | -4 | 2.7 | 13 | -5 | 2 | 8 | -17 | 0.89
CN(C)c1cc[n+](CC(=O)Nc2ccc(OC(F)F)cc2)cc1 | 18 | 1.5 | -3 | -6 | 3 | 13 | -1 | 1.1
Cc1cnccc1CNC(=O)C1CCC(=O)N(Cc2ccc(Cl)cc2)C1 (stereo not drawn) | 0 | -1.3 | 9 | 13 | 1 | 2 | -2 | 0.89
CCCn1nnnc1SCC(=O)NCc1ccccc1 | -6 | -2.8 | -11 | 11 | 2 | 22 | -1 | 1.2
CC(=O)c1cccc(CN2CCN(Cc3ccccc3)C(CCO)C2)c1 (stereo not drawn) | -10 | 1.0 | 9 | -28 | 3 | 24 | 3 | 1
CCCc1cc(=O)[nH]c(NCc2ccc(Cl)cc2)n1 | 9 | 17 | -6 | 5 | -1 | 6 | 1 | 0.85
COc1cc(OC)cc(C(=O)NCCC(c2ccccc2)c2ccccc2)c1 | 7 | 1.5 | 3 | -1 | 2 | 9 | -11 | 1
Cc1cc(C)n2nc(N)c(N=Nc3ccccc3)c2n1 | -11 | 2.8 | 16 | -15 | 0 | 35 | -1 | 0.84
Cc1c(C(=O)N(C)C)sc(NC(=O)c2cc([N+](=O)[O-])cc([N+](=O)[O-])c2)c1C#N | -2 | 49 | -4 | -5 | 1 | 44* | 6 | 1.1
CCOc1ccc(C(C)=O)cc1COC(=O)c1ccccc1C(=O)N(C)Cc1ccccc1 | -15 | 0.0 | -4 | -9 | 1 | 2 | 2 | 1
CCOC(=O)N1CCN(c2ccc([N+](=O)[O-])cc2F)CC1C (stereo not drawn) | -19 | -1.6 | -5 | 3 | -6 | 8 | 2 | 0.93
COc1ccc(-c2onc3ccc(Cl)cc23)cc1 | 0 | 10 | 7 | -5 | -5 | -32 | 1 | 0.91
O=C(Cc1cn(Cc2cccc(Cl)c2)c2ccccc12)N1CCCC1 | -30 | 6.2 | -5 | 30 | -1 | 8 | 0 | 1
O=C(COc1ccccc1)Nc1nc2c(s1)CCCC2 | -8 | 1.1 | 0 | -2 | 1 | 11 | 1 | 1
Cc1ncsc1CCC(=O)N1CCCC(Nc2ccc(C(C)C)cc2)C1 (stereo not drawn) | 10 | 0.1 | -10 | 30 | 1 | 3 | 3 | 1.1
CC(C)c1ccc(NC(=O)COC(=O)/C=C/c2cccc(Br)c2)cc1 | -7 | -0.9 | 3 | 3 | 1 | 22 | -11 | 0.93

By substructure: the entries above with two or more sulfur atoms
SMILES | SENP6 block | MPTP block | PfGluPho inh | ATG4B inhibitor | SENP1 FRET inh | SENP8 block | GRIN3A LBD mod | hIAP act
O=S(=O)(Nc1cccc(S(=O)(=O)N2CCCCCC2)c1)c1ccccc1 | -7 | -0.5 | -11 | 3 | 2 | 5 | 0 | 0.97
COc1ccc(/C=C2\SC(=S)N(CCCC(=O)N3CCN(C)CC3)C2=O)cc1OC | nt | -0.6 | -4 | 9 | 1 | 12 | -2 | nt
COc1ccc(N(C(=O)C(C)C)S(=O)(=O)c2cccs2)cc1 | -4 | -2.3 | -15 | -3 | -1 | 13 | 0 | 1
CC(=O)NCC(c1cccs1)S(=O)(=O)c1ccc(F)cc1 (stereo not drawn) | -14 | 0.6 | -66 | -1 | -1 | 2 | 1 | 0.87

Later entries.
SMILES | SENP6 block | MPTP block | PfGluPho inh | ATG4B inhibitor | SENP1 FRET inh | SENP8 block | GRIN3A LBD mod | hIAP act
CCOC(=O)C1CCN(C(=O)C2CCN(S(=O)(=O)N3CCCC3)CC2)CC1 | -17 | -0.2 | -10 | 5 | 1 | 0 | -2 | 1.2
CCN1CCN(C(=O)CSc2cc(=O)n(C)c3ccccc23)CC1 | -15 | 1.8 | 9 | -5 | -1 | -13 | -2 | 1.1
COCCSc1ccccc1C(=O)NCCc1ccccc1 | -4 | -1.8 | 1 | -1 | 3 | -3 | 3 | 0.95
COc1ccc(CNC(=S)N2CCN(Cc3ccccc3)CC2)cc1 | -15 | 1.3 | -17 | -10 | 0 | 34 | 0 | 1.1
O=S(=O)(NCCN1CCOCC1)c1ccc(-c2ccc(S(=O)(=O)NCCN3CCOCC3)cc2)cc1 | 13 | -1.4 | -6 | -3 | 1 | 14 | 0 | 0.89
